From PubChem
S2 tox = Viability Counterscreen for Primary qHTS for Inhibitors of ATXN expression | S2 cells (HEK-293 line with an ATXN2-luciferase reporter) viability, CellTiter-Fluor protease fluorescence, 24 h | Potency, µM (series often up to 56.7 µM), hits mostly cytotoxic | 400,000 compounds, 0.49% hits; further: potency means the concentration at half of the fitted maximal effect; nearly all actives have a fitted effect of over 40% in size
HT1080NT lethal = qHTS for induction of synthetic lethality in tumor cells producing 2HG: qHTS for the HT-1080-NT fibrosarcoma cell line; HT-1080-NT fibrosarcoma viability, CellTiter-Glo ATP luminescence, 48 h; Potency, µM (highest dose often 46.1 µM), for the others: at the highest dose activity, negative = less viability, most hits filed as cytotoxic; 360,000 compounds, 1.6% hits; AID 686970, 2013;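 further: NT is the 2HG producing partner of a matched IDH1 knockdown line; potency means the concentration at half of the fitted maximal effect; 0% = DMSO-treated cells and -100% = media-only wells without cells; nearly all actives have a fitted effect of over 55% in size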
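Compounds were tested in concentration-response format on HT-1080-NT cells for 48 hours at 37 degrees C. Cell viability came from CellTiter-Glo luminescence; curves were classified by r2, response magnitude and activity.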
KB-V1 cytotox = qHTS assay for MDR1-selective chemotherapeutics: Primary screen using the drug-selected MDR subline cells KB-V1; KB-V1 MDR cells viability, CellTiter-Glo, 72 h; Potency, µM (doses to about 46.1 µM), for the others: at the highest dose activity change, negative = cytotoxicity, usual class: cytotoxic; 400,000 compounds, 3.4% hits; AID 1347076, 2019; further: potency means the concentration at half of the fitted maximal effect; on the % scale 0 is the no-effect control and ±100 the full control effect; nearly all actives have a fitted effect of over 60% in size
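Potencies derive from concentration-effect curves fitted to normalized luminescence (CellTiter-Glo) of KB-V1 cells treated for 72 h at 37 degrees C in phenol-red-free DMEM containing 10% FBS.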
SW480 rereplic = A quantitative high throughput screen for small molecules that induce DNA re-replication in SW480 colon adenocarcinoma cells; SW480 DNA re-replication, Hoechst DNA content imaging, 48 h; Potency, µM (highest dose often 46.1 µM), without a hit: at the top dose re-replication activation, actives largely listed as activators; 340,000 compounds, 1.8% hits; further: potency means the concentration at half of the fitted maximal effect; % of control where 0% means no effect; nearly all actives have a fitted effect of over 55% in size
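Image-based read-out: total Hoechst fluorescence of nuclei (405 nm excitation, 500-530 nm emission), with hits raising the fraction of high-intensity nuclei. SW480 colon cells incubated 48 hr with compounds at 37 C.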
MCF10A rereplic = A quantitative high throughput screen for small molecules that induce DNA re-replication in MCF 10a normal breast cells; AID 624296, 2012; MCF 10A DNA re-replication, Hoechst nuclear intensity, 48 h; Potency, µM (highest dose often 46.1 µM), inactives show at the highest dose activity, positive = re-replication, most hits filed as activators; 350,000 compounds, 2.9% hits; further: potency means the concentration at half of the fitted maximal effect; % of control where 0% means no effect; nearly all actives have a fitted effect of over 50% in size
KB-3-1 tox = qHTS assay for MDR1-selective chemotherapeutics: Primary screen using the parental adenocarcinoma cell KB-3-1; KB-3-1 viability, CellTiter-Glo ATP luminescence, 72 h; Potency, µM (top dose mostly 46.1 µM), for the others: at the top dose activity change, negative = cytotoxic, actives largely listed as cytotoxic; 400,000 compounds, 1.4% hits; AID 1347075, 2019; further: potency means the concentration at half of the fitted maximal effect; on the % scale 0 is the no-effect control and ±100 the full control effect; nearly all actives have a fitted effect of over 60% in size
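Screening of KB-3-1 cells (DMEM, 10% FBS, phenol-red free) ran from lowest to highest compound concentration; after 72 h at 37 °C viability was read luminescently and curves fitted.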
ATXN2 expr inh = Primary qHTS for Inhibitors of ATXN expression. HEK-293 ATXN2-luciferase reporter, luminescence, 24 h. Potency, µM (titrated, usually from 57 µM), for the others: at the top dose activity change, negative = inhibition, hits mostly inhibitors. 360,000 compounds, 0.72% hits; further: potency means the concentration at half of the fitted maximal effect; on the % scale 0 is the no-effect control and ±100 the full control effect; nearly all actives have a fitted effect of over 55% in size
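qHTS (up to 57 uM final) was run with 24 h compound exposure of reporter cells at 37 °C. Each well was multiplexed: SteadyGlo luminescence measured ATXN2-luciferase expression after a fluorogenic Gly-Phe-AFC viability readout (25 uM final).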
HT1080 IDH1KD tx = qHTS for induction of synthetic lethality in tumor cells producing 2HG: qHTS for the HT-1080-IDH1KD cell line. HT-1080 IDH1 knockdown viability, ATP luminescence, 48 h. Potency, µM (titrated, usually from 46.1 µM), for the others: at the highest dose activity, negative = toxicity, actives largely listed as cytotoxic. 360,000 compounds, 2% hits. AID 686971, 2013;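 further: potency means the concentration at half of the fitted maximal effect; 0% = DMSO wells and -100% = cell-free medium wells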
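Using the IDH1-knockdown HT-1080 line run in the same batch and compound series as the NT line, viability after 48 h at 37 °C was determined by CellTiter-Glo luminescence and expressed as % activity.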
IL1B secr inh = qHTS for Inhibitors of Inflammasome Signaling: IL-1-beta AlphaLISA Primary Screen. THP-1 LPS/ATP IL-1B secretion, AlphaLISA, 16 h; stronger effect = lower value. activity change, % at 57.5 µM. 360,000 compounds, 4.7% hits; in the data active means activity change below about -50%; inconclusive means mostly about -30% to -49%; further: on the % scale 0 is the no-effect control and ±100 the full control effect
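THP-1 cells pretreated 1 hr with compounds (up to 57.5 uM final), then stimulated with LPS (250 ng/mL final) plus ATP (1.25 mM final); secreted IL-1B measured by AlphaLISA after 16 hr, decreased signal indicating inhibition.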
* hit, by the source's call; i = inactive; ? = inconclusive; . = no result given; & = joins results of further samples; ! = repeats disagree; [ ] = remark or other dose. Unless noted, the call rests on the fitted dose curve; in most records, active means well fitted curve in the direction sought with a large enough effect; inconclusive means small, poorly fitted or top-dose-only effect, or another doubt; inactive means no such curve, though single readings can be large; an effect the other way counts as inactive or inconclusive.

1: CCc1cccc(CC)c1N1C(=O)C2=C(SCCCS2)C1=O
2: O=S(=O)(NCc1ccc(F)cc1)c1ccc(-n2cccn2)cc1
3: O=C1N(Cc2ccccc2)c2ccc(Cl)cc2C12OCCO2
4: CCC(C(=O)O)n1ccc2cc(S(=O)(=O)N3CCCCC3)ccc21 (stereo not drawn)
5: CC(C)C(=O)Nc1cccc(C(=O)Nc2ccccc2C(=O)O)c1
6: Cc1ccc(NC(=O)c2ccc(NCCCN3CCOCC3)c([N+](=O)[O-])c2)cc1Cl
7: CC(=O)c1cc(F)c(N2CCN(c3ccc([N+](=O)[O-])cc3F)CC2)cc1C
8: CCOC(=O)C1(Cc2ccc(O)cc2)NC(c2ccco2)C2C(=O)N(c3ccccc3F)C(=O)C21 (stereo not drawn)

Compound,1,2,3,4,5,6,7,8
S2 tox,.,i,i,i,i,i,i,i
HT1080NT lethal,-4%,7%,-18%,.,16%,18µM*,4%,-5%
KB-V1 cytotox,?,-20%,?,?,10%,23µM*,8%,-8%
SW480 rereplic,.,24%,-1%,.,-5%,?,-4%,14%
MCF10A rereplic,.,0%,-13%,.,-1%,?,7%,0%
KB-3-1 tox,-9%,-1%,11%,3%,15%,8.2µM*,2%,-5%
ATXN2 expr inh,.,-17%,-30%,11%,-17%,-28%,-23%,-13%
HT1080 IDH1KD tx,-21%,-9%,-17%,.,5%,18µM*,-5%,-15%
IL1B secr inh,-4,-22,-8,.,-2,-67*,7,20

9: COc1ccc(OC)c(NC(=O)CCN2CCN(c3ccccc3F)CC2)c1
10: CCN(C(=O)CSc1nc2cc(C(F)(F)F)ccc2n1Cc1ccccc1)C1CCS(=O)(=O)C1 (stereo not drawn)
11: Cc1cc(C)nc(NS(=O)(=O)c2ccc(NC(=S)NC(=O)CC(C)C)cc2)n1
12: CCOC(=O)c1cn2nc(Oc3ccc(C#N)cc3)ccc2n1
13: CC1CC(C)CN(C(=O)c2ccc3c(=O)n(Cc4ccc5c(c4)OCO5)c(=S)[nH]c3c2)C1 (stereo not drawn)
14: C=CCn1c(SCC(=O)Nc2c(C)n(C)n(-c3ccccc3)c2=O)nnc1-c1ccncc1
15: Cc1cccc(OCCCC(=O)Nc2ccc(N3CCOCC3)cc2)c1
16: Cc1cc(C)c(NC(=O)COC(=O)C2CCCO2)c(C)c1 (stereo not drawn)

Compound,9,10,11,12,13,14,15,16
S2 tox,?,i,i,i,i,?,i,i
HT1080NT lethal,2%,-2%,3%,-6%,-13%,15%,2%,22%
KB-V1 cytotox,-4%,-4%,-1%,-2%,15µM*,20%,-7%,24%
SW480 rereplic,-2%,3%,0%,3%,22%,.,0%,-11%
MCF10A rereplic,7%,28%,-12%,2%,10%,.,?,-2%
KB-3-1 tox,8%,-2%,17%,36%,7%,1%,2%,6%
ATXN2 expr inh,-9%,.,-12%,4%,-10%,.,-4%,-13%
HT1080 IDH1KD tx,7%,3%,7%,14%,-20%,14%,8%,12%
IL1B secr inh,-21,13,-7,33,-21,13,-10,4

Structures above marked active in IL1B secr inh:
No.	Structure	SW480 rereplic	IL1B secr inh
6	Cc1ccc(NC(=O)c2ccc(NCCCN3CCOCC3)c([N+](=O)[O-])c2)cc1Cl	?	-67*

Further results
17: O=C(OCC(=O)N1CCCC1)c1cc(Br)ccc1Cl
18: COc1cccc(C(=O)NCCSc2ccc(Br)cc2)c1
19: O=C(N/N=C/c1ccc([N+](=O)[O-])o1)c1cc(-c2ccncc2)nc2ccccc12
20: CCCCNC(=O)CSc1nc2c(sc(=S)n2-c2cc(Cl)ccc2OC)c(=O)[nH]1
21: COc1ccccc1C(=O)NCC(=O)N/N=C/c1ccc2c(c1)OCO2
22: COc1ccc(Cc2nnc(SCC(=O)N(C)c3ccccc3)o2)cc1
23: C/C=C/c1ccc(OCCOCCOc2cccc3cccnc23)c(OC)c1
24: COc1cccc(NC(=O)CSCC(=O)Nc2ccccc2)c1

Compound,17,18,19,20,21,22,23,24
S2 tox,i,i,?,i,i,i,i,i
HT1080NT lethal,14%,7%,4µM*,7%,?,5%,-12%,-6%
KB-V1 cytotox,-16%,-13%,?,6%,-23%,-1%,?,11%
SW480 rereplic,-2%,0%,?,1%,?,3%,-3%,-1%
MCF10A rereplic,11%,2%,5µM*,-6%,?,3%,?,-6%
KB-3-1 tox,9%,1%,?,-7%,?,15%,-4%,1%
ATXN2 expr inh,-7%,-9%,?,1%,-8%,2%,-17%,4%
HT1080 IDH1KD tx,?,0%,?,0%,21µM*,-1%,-13%,-7%
IL1B secr inh,13,?,-26,23,-3,3,0,40

Four compounds from above, sorted by number of heavy atoms, lowest first.
17: O=C(OCC(=O)N1CCCC1)c1cc(Br)ccc1Cl
18: COc1cccc(C(=O)NCCSc2ccc(Br)cc2)c1
23: C/C=C/c1ccc(OCCOCCOc2cccc3cccnc23)c(OC)c1
19: O=C(N/N=C/c1ccc([N+](=O)[O-])o1)c1cc(-c2ccncc2)nc2ccccc12

Compound,17,18,23,19
S2 tox,i,i,i,?
HT1080NT lethal,14%,7%,-12%,4µM*
KB-V1 cytotox,-16%,-13%,?,?
SW480 rereplic,-2%,0%,-3%,?
MCF10A rereplic,11%,2%,?,5µM*
KB-3-1 tox,9%,1%,-4%,?
ATXN2 expr inh,-7%,-9%,-17%,?
HT1080 IDH1KD tx,?,0%,-13%,?
IL1B secr inh,13,?,0,-26

The list continues.
25: CCN(CC(=O)Nc1cccc(S(=O)(=O)N2CCCCC2)c1)Cc1ccccc1
26: CCN(CC)C(=O)[C@H]1C[C@H](CC(=O)NC(C)(C)C)C(=O)N2CCc3c([nH]c4ccc(Cl)cc34)[C@]12C
27: Fc1ccc2cnc(-c3ccccc3)cc2c1
28: Nc1nnc(SCC(=O)N2CCN(c3ccccc3)CC2)n1-c1ccccc1
29: CCOC(=O)C1=C(COC(=O)c2c(OC)cccc2OC)NC(=O)NC1C (stereo not drawn)
30: Cc1cc2cc(CCNC(=O)c3ccc(S(=O)(=O)N4CCCC4)cc3)c(=O)[nH]c2cc1C
31: CN(CC(=O)NC1CCCCCCC1)S(=O)(=O)c1cccc2cccnc12
32: CCOc1ccc(S(=O)(=O)N2CCN(c3c(C)cccc3C)CC2)c2ccccc12

Compound,25,26,27,28,29,30,31,32
S2 tox,i,?,i,i,i,i,?,i
HT1080NT lethal,0%,3%,6%,8%,-10%,-16%,0%,.
KB-V1 cytotox,-11%,12%,-27%,0%,?,.,-12%,?
SW480 rereplic,5%,5%,0%,-2%,8%,?,2%,.
MCF10A rereplic,-3%,-4%,-7%,14%,?,?,-5%,.
KB-3-1 tox,-6%,0%,25%,0%,-1%,.,-4%,-19%
ATXN2 expr inh,-19%,-18%,78%[activator],-7%,-2%,-5%,-27%,10%
HT1080 IDH1KD tx,0%,0%,4%,13%,-5%,-7%,1%,.
IL1B secr inh,-12,-2,34,-10,?,-27,-4,.

33: O=C(NC1CCCCC1)C1CCCN1S(=O)(=O)c1ccc(Cl)cc1 (stereo not drawn)
34: Cc1ccc(C2C(C(=O)c3sc(C)nc3C)=C(O)C(=O)N2CCN2CCOCC2)o1 (stereo not drawn)
35: O=C(C1CCN(S(=O)(=O)c2ccccc2F)CC1)N1CCc2ccccc2C1
36: Cn1c(C(=O)O)cc2cc(Oc3ccccc3)ccc21
37: Cc1ccc(C)c(N2CCN(c3nc4ccc(C)cc4nc3-n3nc(C)cc3C)CC2)c1
38: O=C(NC1CCCCC1)C(c1ccccc1)N(Cc1ccc2c(c1)OCO2)C(=O)c1cnsn1 (stereo not drawn)
39: CN1C(=O)C(Cc2cnc[nH]2)NC1=S (stereo not drawn)
40: O=C(Cc1cnc2ncnn2c1)N1CCc2c([nH]c3ccccc23)C1c1ccccc1F (stereo not drawn)

Compound,33,34,35,36,37,38,39,40
S2 tox,i,i,?,i,i,i,?,i
HT1080NT lethal,1%,13%,1%,-1%,.,1%,-13%,-26%
KB-V1 cytotox,?,3%,?,28%,4%,-21%,-5%,-12%
SW480 rereplic,-2%,-7%,-3%,-23%,.,29%,-9%,2%
MCF10A rereplic,17%,0%,2%,?,.,?,-13%,-4%
KB-3-1 tox,10%,-5%,3%,5%,0%,-5%,3%,8%
ATXN2 expr inh,-5%,-5%,-10%,7%,4%,-31%,.,4%
HT1080 IDH1KD tx,-1%,14%,8%,-6%,.,-27%,5%,-21%
IL1B secr inh,0,0,-3,0,.,-61*,1,30

41: COc1ccccc1-n1c(-c2ccccc2)c[n+]2c1CCc1ccccc1-2
42: CC(=O)Nc1ccc(NC(=O)CSc2ccc3nnc(-c4ccccn4)n3n2)cc1
43: CCC(C)NC(=O)CC(C)C (stereo not drawn)
44: O=C(CCCCn1c(=O)c2ccccc2n(Cc2ccccc2F)c1=O)NCc1ccc2c(c1)OCO2

Compound,41,42,43,44
S2 tox,?,i,i,i
HT1080NT lethal,15µM*,4%,0%,.
KB-V1 cytotox,-1%&-16%,4%,-15%,0%
SW480 rereplic,0%&0%,-15%,-6%,.
MCF10A rereplic,16%&15%,-9%,1%,.
KB-3-1 tox,3.3µM*,9%,-3%,-6%
ATXN2 expr inh,6.7µM*!,7%,0%,5%
HT1080 IDH1KD tx,13µM*,2%,8%,.
IL1B secr inh,-99*!,-2,5,.
